From PubChem
LMP1 NFkB inh = reduces LMP1-driven NF-kappaB luciferase signal; LMP1-induced NF-kappaB luciferase reporter cells, luminescence; inhibition, % at 12.5 µM; actives 0.69% (n = 350,000); AID 504558; in the data active means inhibition above about 41%; inconclusive means no clear call, values can overlap the other calls;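 further: 0% = neutral control wells and 100% = reference inhibitor control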
C8 TRAIL sens = caspase-8 TRAIL sensitization; NB7+C8 cells + TRAIL, ATPlite viability luminescence; inhibition (viability loss, TRAIL sensitization), % at 10 µM; actives 1% (n = 360,000); AID 624354;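 active means compounds causing at least 50% loss of cell viability in the single-dose screen, relative to plate controls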
CF NFkB block = inhibitors of cystic fibrosis induced NF-kB. actives 0.86% (n = 360,000). inhibition, % at 5 µM. KKLEB NF-kB-GFP reporter, PAF-induced, GFP fluorescence overnight. AID 588850;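 active means at least 50% inhibition at 5 µM, scaled per plate between neutral and stimulator controls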;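 further: PAF is a Pseudomonas aeruginosa culture filtrate used as stimulus; plate controls were PAF-stimulated DMSO wells for no effect and unstimulated DMSO wells for full effect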
SRC1 inh = human NCOA1 inhibition; inhibition, % at 3.6 µM; HEK293 GAL4-SRC1 luciferase reporter, luminescence; AID 588354; Q15788; actives 0.12% (n = 360,000);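 active means inhibition above the campaign mean plus 3 SD, with each screening campaign given its own cutoff, cut at about 60% in these data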;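 further: 0% = DMSO treated cells and 100% = gossypol at 36 µM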
LRH-1 inv ag = inverse agonists of human LRH-1 (NR5A2). actives 0.13% (n = 360,000). inhibition, % at 3.6 µM. AID 602396. HEK293T StAR-luciferase reporter, LRH-1 transfected, 24 h;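 active means inhibition above the mean inhibition of all tested compounds plus 3 SD, cut at about 73% in these data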;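 further: 0% = DMSO wells and 100% = reporter-only cells lacking LRH-1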
TWEAK Fn14 block = inhibitors of TWEAK-Fn14 interaction signaling; TWEAK-stimulated Fn14 reporter cells, luciferase luminescence, 8 h; actives 2% (n = 360,000); inhibition, % at 10 µM; AID 1159606; in the data active means inhibition above about 50%
SRC3 inh = human NCOA3 inhibition. Q9Y6Q9. HEK293 GAL4-SRC3 luciferase reporter, luminescence. inhibition, % at 3.6 µM. actives 0.17% (n = 360,000). AID 588352;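 active means inhibition above a per-campaign cutoff, the mean of all compounds plus 3 SD, cut at about 60% in these data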;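 further: 0% = DMSO-treated cells and 100% = gossypol-treated cells at 36 µM; higher means less SRC3-driven luciferase light from the GAL4 reporter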
TROY NFkB inh = inhibitors of TROY-dependent NF-kB signaling; Q293 LMP1-TROYcd NF-kB luciferase reporter, 4 h; inhibition, % at 10 µM; actives 0.98% (n = 360,000); AID 1347056;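 active means compounds whose plate-normalised and pattern-corrected inhibition of the luciferase reporter signal at the single screening dose is 50% or more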
KKLEB cytotox = CF airway cell cytotoxicity counter-screen; KKLEB CF airway cells viability, ATPlite luminescence, overnight; active compounds read low; cells stimulated with P. aeruginosa culture filtrate; activity change (cytotoxicity), % at 5 µM; actives 0.36% (n = 360,000); AID 602141;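 active means corrected activity change at or below -50% at 5 µM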
SRC2 inh = human SRC2 (NCOA2) inhibition; Q15596; HEK293 GAL4-SRC2 luciferase reporter, luminescence; inhibition, % at 9 µM; actives 0.17% (n = 370,000);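 active means inhibition above the mean inhibition of all tested compounds plus 3 SD, set per campaign, cut at about 52% in these data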;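 further: 0% = DMSO treated cells and 100% = cells given Gossypol at 36 µM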
COUP-TFII inh = blocks human COUP-TFII nuclear receptor. HEK293T NGFI-A luciferase reporter, luminescence. inhibition, % at 8.6 µM. actives 0.7% (n = 370,000). AID 686940;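 active means inhibition above a per-plate cutoff, mean inhibition of test wells between control levels plus 3 SD, cut at about 38% in these data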;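 further: cells cotransfected with COUP-TFII expression vector driving the NGFI-A reporter; 0% = median of COUP-TF2 test wells and 100% = reporter-only cells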
Numbers without * were called inactive; ? = inconclusive; . = not tested or not shown.

SMILES	LMP1 NFkB inh	C8 TRAIL sens	CF NFkB block	SRC1 inh	LRH-1 inv ag	TWEAK Fn14 block	SRC3 inh	TROY NFkB inh	KKLEB cytotox	SRC2 inh	COUP-TFII inh
Cc1ccc(C)c(NC(=O)CSc2nnc(CSc3nc(C)cc(C)n3)n2Cc2ccco2)c1	1	-17	1	4	-17	-8	-9	13	1	2	-15
Cc1ccc(S(=O)(=O)NNC(=O)c2ccc(NC(=O)C3CC3)cc2)cc1	-3	1	-15	-4	3	9	-6	9	9	1	8
COc1cccc2oc3ccc(C#CC4(N)CCCCC4)cc3c(=O)c12	-11	35	-23	-91	-117	38	-88	49	-21	-67	-47
Cc1oc2nc(SCC(=O)Nc3ccc(S(N)(=O)=O)cc3)nc(NC(=O)c3ccccc3)c2c1C	0	-19	-21	7	0	-32	-6	-20	18	-9	8
COc1ccc(C(=O)Cc2ccccc2)cc1OC	5	7	5	9	7	3	-4	-18	-11	15	-10
O=C(NCCCn1ccnc1)c1ccc(NS(=O)(=O)c2ccc(Cl)c(Cl)c2)cc1	-2	-17	6	-6	-3	-2	-3	-10	8	-19	-2
Cc1ccc(C2=N/C(=C\c3c(C)nn(-c4ccccc4)c3N3CCCC3)C(=O)O2)cc1	1	0	1	4	9	13	1	2	11	-6	3
COC(=O)CN1C(=O)CC(C)(C)S(=O)c2ccccc21 (stereo unspecified)	-10	-7	11	-20	12	14	10	-13	-5	5	-9
COc1ccc(CC(=O)NCc2n[nH]c(=S)n2-c2cccc(C)c2)cc1	6	-1	1	-5	8	-1	6	3	4	-1	-12
O=C(COC(=O)c1cc[n+]([O-])cc1)Nc1ccc(Cl)cc1Cl	-5	-9	-1	-7	-18	0	-8	-5	5	-18	-9
NC(N)=N/N=C(\N=Nc1ccccc1)c1ccc(Cl)cc1	-6	31	-4	-43	-52	7	-30	-15	-2	-18	-33
O=C(CCS(=O)(=O)c1ccccc1)Nc1ccc(S(=O)(=O)Nc2nccs2)cc1	-1	-2	-42	-5	-5	2	7	-10	1	-21	-8

Structures from the list above that contain a furan ring, fused or not:
SMILES	LMP1 NFkB inh	C8 TRAIL sens	CF NFkB block	SRC1 inh	LRH-1 inv ag	TWEAK Fn14 block	SRC3 inh	TROY NFkB inh	KKLEB cytotox	SRC2 inh	COUP-TFII inh
Cc1ccc(C)c(NC(=O)CSc2nnc(CSc3nc(C)cc(C)n3)n2Cc2ccco2)c1	1	-17	1	4	-17	-8	-9	13	1	2	-15
Cc1oc2nc(SCC(=O)Nc3ccc(S(N)(=O)=O)cc3)nc(NC(=O)c3ccccc3)c2c1C	0	-19	-21	7	0	-32	-6	-20	18	-9	8

The listing continues.
SMILES	LMP1 NFkB inh	C8 TRAIL sens	CF NFkB block	SRC1 inh	LRH-1 inv ag	TWEAK Fn14 block	SRC3 inh	TROY NFkB inh	KKLEB cytotox	SRC2 inh	COUP-TFII inh
O=c1[nH]c(-c2ccccc2)cnc1-c1ccccc1	.	27	0	-70	-102	73*	-91	-21	-6	-37	-33
COC(=O)N1C(=O)[C@@](c2ccccc2)(C(C)C)N1C(=O)OC	7	11	58*	-12	2	61*	-5	19	6	.	.
COc1ccc(/C=N/NC(=O)c2[nH]nc3c2CCc2ccccc2-3)cc1OC	13	-24	-3	-1	14	20	-5	5	-10	-31	-5
CCOc1ccc(C(=O)NCCCN2CCOCC2)cc1OCC	13	4	-9	17	-18	-17	-2	-1	12	-11	9
CCC(=O)N(CCC(c1ccco1)C(C)C)Cc1ccccc1 (stereo unspecified)	4	26	6	15	-22	-7	11	-23	-8	-13	0
CC(=O)n1c(Cl)c(NC(=O)CCl)c2ccccc21	-30	-1	-11	-66	34	19	-43	7	-5	9	-15
C/C=C(\C)c1nnc(NC(=O)c2ccco2)s1	-9	-4	-1	-86	-41	4	-60	-50	0	-48	-13
O=C(O)c1cn[nH]c1-c1cccc([N+](=O)[O-])c1	3	-10	24	4	15	0	17	3	-2	17	18
O=C(NC1CCCCC1)C(=S)N1CCOCC1	6	-11	10	0	-7	39	16	6	0	16	-2
COc1ccc(CNc2ccc(-c3ccc(OC)cc3)nn2)cc1	-17	-9	-2	-42	-53	-30	-46	-54	14	-8	-27
CNC(=O)c1nc(C)n(-c2cc(Cl)cc(Cl)c2)n1	-16	1	1	-6	-13	8	1	-4	-4	.	.
CCOC(=O)N1CCC(Nc2c(NCCN3CCN(c4cccc(Cl)c4)CC3)c(=O)c2=O)CC1	12	-7	12	0	13	-4	6	-1	-7	-6	14
CC(NC(=O)c1ccccc1)c1ccc(Br)cc1 (stereo unspecified)	-4	-3	20	13	21	21	11	17	5	-27	18
c1ccc2[nH]c(-c3ccncc3)nc2c1	-7	2	-8	-21	-12	3	-3	3	15	-2	-6
Cc1ccc(S(=O)(=O)N2CCNC(=O)CC2)cc1	4	-4	3	-3	-10	2	16	-7	11	6	5
Cn1c(N)c(S(=O)(=O)NCc2ccccc2Cl)c(=O)n(C)c1=O	-13	1	10	-12	1	-2	8	1	9	-8	-4
CCCc1ccc(C(C)NC(=O)c2cnccn2)cc1 (stereo unspecified)	13	2	-3	-3	15	85*	17	.	-7	16	6
COc1ccc(S(=O)(=O)N(C)C)cc1NC(=O)c1ccc(OCC2CCCO2)cc1 (stereo unspecified)	0	-6	12	8	16	5	7	-17	-17	0	17
O=C(CCc1ccccc1)N=C1SC2CS(=O)(=O)CC2N1Cc1ccc(F)cc1 (stereo unspecified)	9	10	14	1	0	4	5	-4	-15	-28	-6
O=C(OCC(=O)N1CCN(C(=O)c2ccco2)CC1)c1ccccc1NCCO	-2	-10	10	-10	-30	42	2	11	6	6	16
CC(=O)c1c(C(=O)O)c2ccccc2[nH]c1=O	-1	-3	1	-24	-1	1	6	12	0	23	-2
Cc1ccc(S(=O)(=O)N2CCCCC2)cc1C(=O)NCCC1=CCCCC1	-2	14	4	6	9	-4	-1	-16	2	11	1
COc1ccc(-n2cc3ccc([N+](=O)[O-])cc3n2)cc1	-62	10	-31	-103	-147	36	-103	3	7	-52	-54
O=C1CC(c2ccccc2)Cc2nc(NCc3ccco3)ncc21 (stereo unspecified)	9	10	22	3	-4	19	6	3	-29	4	2
CCCN1C(=O)/C(=C/c2nc3ccccc3c(=O)[nH]2)c2cc(C)ccc21	-9	10	1	8	-2	4	4	-12	12	25	8
CSCCC(C)N1CCC(Oc2ccc(C(=O)NCc3ccccn3)cc2)CC1 (stereo unspecified)	6	-8	-4	4	-8	-7	-58	-4	-2	-27	2
N#Cc1ccc(-c2ccc(OCC(=O)NCCCN3CCCC3=O)cc2)cc1	-9	13	-19	-19	2	-19	-18	-22	-6	5	-19
Cc1ccc(S(=O)(=O)N(C)CCCC(=O)Nc2cc(C)ccc2C)cc1	-3	-1	16	-3	-4	11	9	11	-11	-27	6
C/C(=N/NC(=O)c1ccn(C)n1)c1ccncc1	.	8	-13	-18	-111	-6	-19	-16	10	-22	-46
O=C(NCc1cccnc1)c1ccc(CS(=O)(=O)c2ccc(Br)cc2)o1	-1	2	-5	0	-3	-2	-8	-8	10	11	28
CN(CC(=O)Nc1ccc(Cl)c(C(F)(F)F)c1)C(=O)c1cn2ccccc2n1	3	4	-10	-17	-13	-12	-16	-13	12	-8	-2
CC(C)[C@H](NC(=O)[C@H](Cc1ccccc1)n1c(=O)[nH]c2ccccc2c1=O)C(=O)N[C@@H](Cc1ccccc1)C(=O)O	-4	-2	3	-30	0	14	1	1	-1	14	9
O=C(Nc1csnn1)c1csnn1	8	6	-7	0	-6	22	-5	9	5	4	0
Fc1ccc(CNC(=S)Nc2ccc(Cl)cc2)cc1	-7	9	-5	-9	-11	7	-4	-21	4	-14	-2
Cc1ccc(-n2nc3c(=S)[nH]nc(C)c3c2C)cc1	-9	13	-7	-9	-32	-1	7	-7	-19	-20	1
CCCCN(C)CC(O)Cn1cc(/C=C/C(=O)c2cccs2)c2ccccc21 (stereo unspecified)	-20	23	-29	-5	2	-25	0	-48	-28	.	.
CN(C)S(=O)(=O)N(Cc1ccc(Br)cc1)c1ccccc1	-2	12	8	11	-16	-28	20	-31	4	-8	-10
CC(c1ccco1)N(C(=O)COc1ccc(Cl)cc1Cl)c1ccccn1 (stereo unspecified)	-21	57*	7	-40	-63	84*	-24	62*	-16	-17	-21
O=C1CCCCCN1Sc1ccccc1	-2	-6	12	-2	-1	5	-5	10	-5	3	-1
COc1cc(NC(=O)CN(c2ccc(C)cc2)S(=O)(=O)c2c(C)n[nH]c2C)cc(OC)c1	-8	3	-1	-25	8	30	25	-1	-7	14	-13
CCC(OC(=O)CN1C(=O)C(=O)c2ccccc21)C(=O)Nc1ccc(S(N)(=O)=O)cc1 (stereo unspecified)	-5	-10	-13	3	14	-15	10	-10	10	-13	6
CC(C)(C)NC(=O)C(c1ccc(F)cc1)N(C(=O)CCC(=O)Nc1ccccn1)C1CCCC1 (stereo unspecified)	3	9	-9	6	-16	18	9	6	1	-20	1
Cc1ccc(O)c(-c2cc(-c3ccccc3F)[nH]n2)c1	-16	11	-14	-84	-76	-15	-97	-96	-11	-51	-21
COc1cc(Br)c(CNc2cc(C)ccc2C)cc1OC	-7	10	14	6	-9	21	-6	32	-20	29	26
O=C(CN(c1ccccc1)S(=O)(=O)c1ccccc1[N+](=O)[O-])Nc1ccccc1C(=O)N1CCOCC1	2	0	2	4	5	0	21	0	-5	19	-2
CC1Cc2nc(SCC(=O)Nc3ccccc3F)n(C)c(=O)c2S1 (stereo unspecified)	3	4	10	-6	-4	11	-11	-13	-10	13	-2
Cc1ccc(-c2c[n+](CC(=O)c3cccs3)c3n2CCC3)cc1	4	4	-17	-17	-2	-17	11	-2	23	30	23
CN1/C(=C/C(=O)C2CC2)C(C)(C)c2ccccc21	0	0	-39	-6	-12	-3	10	-31	-1	-7	-4
COc1ccc(-c2ccc(C(=O)NCc3ccncc3)c3occc23)c(C)c1	.	18	-13	-2	58	45	0	6	-6	30	69*
Oc1ccc(/C=N/Nc2nc(-c3cccnc3)nc3ccccc23)c(O)c1	9	55*	3	-3	-3	-17	-4	-24	4	-50	-9
CCOC(=O)c1c(NC(=O)c2nn(CC)cc2Br)c(C#N)nn1-c1ccccc1	7	7	-6	9	14	33	21	16	-2	1	-2
COc1ccc(/C=C/C(=O)OCC(=O)Nc2ncc(Cl)cc2Cl)cc1	-16	1	8	-1	20	9	-6	7	-7	-7	10
O=C(C(=Cc1ccccc1)CN1CCCCC1)c1ccccc1	90*	-68	80*	18	77*	102*	-8	42	-84*	22	52*
CC(C)N1C/C(=C/c2cccnc2)C(=O)/C(=C/c2cccnc2)C1	?	14	-49	6	-5	-11	48	-9	13	-22	-18
O=C(Nc1ccccc1C(=O)O)c1cccc(NC(=O)c2ccco2)c1	-14	11	-7	-1	3	-5	4	5	10	-3	17
CCN(CC(=O)Nc1ccccc1OC)Cc1csc(CC(=O)Nc2ccc(C)cc2)n1	9	2	-9	-21	8	-9	-18	4	-3	-9	21
COCCOC(=O)C1=C(C)N=C2SCCC(=O)N2C1c1ccc(OC(=O)c2ccco2)cc1 (stereo unspecified)	-2	7	5	4	5	-7	-18	3	10	-8	-2

LMP1 NFkB inh: what is marked active above
SMILES | LMP1 NFkB inh | CF NFkB block | SRC1 inh | LRH-1 inv ag | TWEAK Fn14 block | SRC3 inh | SRC2 inh | COUP-TFII inh
O=C(C(=Cc1ccccc1)CN1CCCCC1)c1ccccc1 | 90* | 80* | 18 | 77* | 102* | -8 | 22 | 52*
